# Mito fusion yeast: qHTS Assay for Small Molecule Inhibitors of Mitochondrial Division or Activators of Mitochondrial Fusion. Potency, µM (highest dose often 46.1 µM), for inactives: top-dose growth rescue (activation), most hits filed as activators. S. cerevisiae fusion-defective mutant growth rescue, CellTiterGlo 48 h. 320,000 compounds, 0.23% hits;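 also: potency is read from the fitted curve at half-maximal effect; % of control where 0% means no effect; nearly all actives have a fitted effect of over 45% in size; temperature-sensitive fusion mutants such as fzo1-1 at 37 °C on non-fermentable ethanol glycerol medium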
#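 Compounds are tested for their ability to restore growth of mitochondrial fusion-defective yeast strains at non-permissive 37C in YPEG medium over 48 hours. Viability is quantified by luciferase luminescence.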
# TCR activator: Activators of T cell receptors: qHTS campaign | 330,000 tested, under 10 active | Potency, µM (doses to about 9.22 µM), inactives show at the highest dose activation of IL-2 secretion, usual class: activators | primary human leukocytes, anti-CD3, IL-2 HTRF, 48 h; also: % of control where 0% means no effect
#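 HTRF read-out of IL-2 secretion: europium cryptate donor excited at 320nm, d2 acceptor emission at 665nm. Cells were primary human leukocytes incubated 48 hr with compounds and a-CD3 beads, supplying TCR signal only.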
# ASM inhibitor: Inhibitors of Secretory Acid Sphingomyelinase (S-ASM): qHTS; Sphingomyelin phosphodiesterase (Homo sapiens), P17405; 340,000 compounds, 0.006% hits; Potency, µM (top dose mostly 57.5 µM), inactives show at the highest dose activity change, negative = inhibition, most hits filed as inhibitors; placental ASM, HMU-PC fluorogenic substrate, 60 min; also: potency is read from the fitted curve at half-maximal effect
# Target sequence (P17405 47-631 limits assumed): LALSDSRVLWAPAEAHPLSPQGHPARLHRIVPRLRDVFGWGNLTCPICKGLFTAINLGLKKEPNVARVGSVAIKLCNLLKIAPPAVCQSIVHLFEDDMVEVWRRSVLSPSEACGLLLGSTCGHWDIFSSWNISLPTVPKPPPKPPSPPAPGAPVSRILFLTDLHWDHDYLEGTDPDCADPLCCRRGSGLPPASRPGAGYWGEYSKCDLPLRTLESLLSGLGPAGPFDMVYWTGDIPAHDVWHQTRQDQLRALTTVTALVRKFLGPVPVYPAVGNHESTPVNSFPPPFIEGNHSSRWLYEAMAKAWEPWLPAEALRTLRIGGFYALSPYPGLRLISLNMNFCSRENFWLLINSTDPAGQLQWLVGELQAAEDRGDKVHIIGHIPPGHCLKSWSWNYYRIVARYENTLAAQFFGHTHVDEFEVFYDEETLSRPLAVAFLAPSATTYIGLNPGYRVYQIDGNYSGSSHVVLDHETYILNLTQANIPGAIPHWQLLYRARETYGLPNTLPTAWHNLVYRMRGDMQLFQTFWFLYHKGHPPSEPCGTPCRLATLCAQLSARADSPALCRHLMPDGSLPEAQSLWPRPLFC
#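 Steps: dispense placental human ASM, pin compound, wait 10 min at room temperature, add HMU-PC0 substrate at 9 uM final, incubate 60 min at 37 °C, add stop solution raising pH to 10, read fluorescence.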
# MBNL1-CUG inh: qHTS Assay for Inhibitors of MBNL1-poly(CUG) RNA binding. Muscleblind-like protein 1 (Homo sapiens), Q9NR56. TR-FRET MBNL1-His/biotin-(CUG)12 binding, 665/545 ratio. Potency, µM (top dose mostly 57.5 µM), inactives show at the highest dose activity change, negative = inhibition, hits mostly inhibitors. 280,000 compounds, 0.036% hits. AID 2675, 2010; active = well fitted inhibition curve with a large enough effect in the signal ratio, with a control signal flat, not every such curve was filed as active; inconclusive = small, poorly fitted or top-dose-only effect, or effect the other way, or a change in a side signal; inactive = no such curve, though single readings can be large or run the other way; the % refers to the signal ratio; also: potency is read from the fitted curve at half-maximal effect; % is scaled to controls: 0 for no effect and ±100 for the full control effect
# Target sequence (Q9NR56 whole entry, looked up): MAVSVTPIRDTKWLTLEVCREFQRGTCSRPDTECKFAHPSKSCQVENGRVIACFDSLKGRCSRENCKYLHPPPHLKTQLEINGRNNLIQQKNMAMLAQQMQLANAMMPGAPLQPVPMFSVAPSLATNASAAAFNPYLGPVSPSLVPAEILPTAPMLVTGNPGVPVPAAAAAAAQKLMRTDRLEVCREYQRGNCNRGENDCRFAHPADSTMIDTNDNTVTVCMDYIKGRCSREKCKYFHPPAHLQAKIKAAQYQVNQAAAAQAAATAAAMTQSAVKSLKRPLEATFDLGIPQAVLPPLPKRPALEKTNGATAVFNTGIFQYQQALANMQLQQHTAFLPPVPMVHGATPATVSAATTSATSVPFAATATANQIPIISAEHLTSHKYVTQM
#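 Compounds (final 92 nM to 58 uM) are added to His-tagged MBNL1 and biotin-(CUG)12, then terbium anti-His antibody and streptavidin-XL665 (5 nM final). After 60 min at room temperature, the 665/545 nm ratio is read.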
# Menin MLL FP TR: qHTS Assay for Inhibitors Targeting the Menin-MLL Interaction in MLL Related Leukemias: Competition With Texas Red Labeled MLL-derived Mutant Peptide; O00255; Menin + Texas Red MLL mutant peptide, fluorescence polarization; Potency, µM (top dose mostly 61.6 µM), for the others: at the highest dose FP activity change, negative = inhibition, usual class: inhibitors; 270,000 compounds, 0.23% hits; AID 1768, 2009; active = well fitted inhibition curve with a large enough effect in the polarisation, with a control signal flat, not every such curve was filed as active; inconclusive = small, poorly fitted or top-dose-only effect, or effect the other way, or a change in a side signal; inactive = no such curve, though single readings can be large or run the other way; the % refers to the polarisation; also: potency is read from the fitted curve at half-maximal effect; % of control where 0% means no effect; many of its hits are not listed in these tables
# TSG101-PTAP inh: qHTS Assay for Iinhibitors of HIV-1 Budding by Blocking the Interaction of PTAP/TSG101; Tumor susceptibility gene 101 protein (Homo sapiens), Q99816; Fluorescence polarization, FITC-PTAP peptide / Tsg101 binding; Potency, µM (doses to about 115 µM), inactives show at the highest dose activity change, negative = inhibition, usual class: inhibitors; 340,000 tested, under 10 active; AID 493005, 2010; active = well fitted inhibition curve with a large enough effect in the main read-out, with a control signal flat, not every such curve was filed as active; inconclusive = small, poorly fitted or top-dose-only effect, or effect the other way, or a change in a side signal; inactive = no such curve, though single readings can be large or run the other way; also: potency is read from the fitted curve at half-maximal effect; % of control where 0% means no effect
#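 FP read-out: FITC-PTAP peptide, 50 nM final, binding Tsg101 binding domain, 10 uM final; 20 min, r.t.; 10 mM HEPES pH 7.5, 0.15 M NaCl, 0.01% Tween 20, 3 mM EDTA, 0.1 mM TCEP.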
# a7 integrin act: qHTS for Activators of Integrin-Mediated Alleviation for Muscular Dystrophy. alpha7betagal myoblasts, beta-gal FDG fluorescence, 48 h. Potency, µM (highest dose often 38.3 µM), for the others: at the highest dose activation, hits mostly activators. 350,000 compounds, 0.064% hits. AID 624291, 2012;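 also: potency is read from the fitted curve at half-maximal effect; 100% = response of the positive control SU9516; nearly all actives have a fitted effect of over 60% in size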
#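 alpha7betagal+/- myoblasts (passage 13, 250/well) treated 48 h at 37C with compounds at 1:260 dilution of DMSO stock. Lysed, then beta-galactosidase activity read as FDG fluorescence (ex 480/em 540) after 30 min, with pre-read for autofluorescence.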
# A-T KAP1 phos: qHTS Assay for Identifying a Potential Treatment of Ataxia-Telangiectasia; 320,000 compounds, 0.19% hits; Potency, µM (doses to about 57.5 µM), for inactives: at the top dose activation, hits mostly activators; […] A-T fibroblasts, KAP-1 phosphorylation AlphaLISA; neocarzinostatin DNA damage 30 min before lysis; AID 485349, 2010; also: potency is read from the fitted curve at half-maximal effect; % of control where 0% means no effect; nearly all actives have a fitted effect of over 45% in size
#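 hTERT-immortalized A-T patient fibroblasts ([…]), 500 cells/well in OPTI-MEM, 1% FBS, got compounds for 60 min, then NCS for 30 min at 37C. Lysates were then assayed for phospho-KAP-1 by AlphaLISA (anti-pKAP1 donor, anti-KAP1 acceptor beads), 6 hr at 25C.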
# TSHR antagonist: Antagonists of the Thyroid Stimulating Hormone Receptor: HTS campaign. TSHR-expressing cells, TSH-stimulated cAMP HTRF, 2 h; stronger effect = lower value. activity change, negative = inhibition, % at 11.5 µM. 330,000 compounds, 0.2% hits. AID 504810, 2011;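 active = activity change below a set negative limit, meaning inhibition stronger than a set level, cut at about -70% in these data; inconclusive = activity change between two set negative limits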; also: % is scaled to controls: 0 for no effect and ±100 for the full control effect
#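 TSHR-expressing cells, 200/well, pre-treated with compound, then stimulated with EC80 TSH (4nM final) for 2 hours at 37 deg C. cAMP measured by competitive HTRF: anti-cAMP cryptate antibody in lysis buffer plus cAMP-d2, read after 30 minutes at room temperature.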
# CXXC DNA block: qHTS Fluorescence Polarization Assay for Inhibitors of MLL CXXC domain - DNA interaction; 290,000 compounds, 0.037% hits; Histone-lysine N-methyltransferase 2A (Homo sapiens), Q03164; Potency, µM (highest dose often 115 µM), for the others: at the top dose activity change, negative = inhibition, usual class: inhibitors; MLL-CXXC / FITC-HOXA9 DNA fluorescence polarization; active = well fitted inhibition curve with a large enough effect in the polarisation, with a control signal flat, not every such curve was filed as active; inconclusive = small, poorly fitted or top-dose-only effect, or effect the other way, or a change in a side signal; inactive = no such curve, though single readings can be large or run the other way; the % refers to the polarisation; also: potency is read from the fitted curve at half-maximal effect
#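 Purified MLL-CXXC (added from a 7 uM solution) was preincubated 5 min at ambient with pinned compounds in 50 mM Tris-HCl pH 7.5, 50 mM NaCl, 1 mM DTT, 0.05% BSA. Fluorescein-labeled HOX-A9 DNA (50 nM solution) followed, 30 min, then polarization read.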
# Active calls of the source: *; ? = inconclusive; . = not tested or not shown; [ ] = dose if it differs, or a comment. Unless noted, calls follow the shape of the dose curve; as a rule, active = well fitted curve in the direction sought with a large enough effect; inconclusive = small, poorly fitted or top-dose-only effect, or another doubt; inactive = no such curve, though single readings can be large; an effect the other way counts as inactive or inconclusive. An excerpt. The share of hits here may be higher or lower than overall.
SMILES,Mito fusion yeast,TCR activator,ASM inhibitor,MBNL1-CUG inh,Menin MLL FP TR,TSG101-PTAP inh,a7 integrin act,A-T KAP1 phos,TSHR antagonist,CXXC DNA block
OCCOCCOc1ccc(-c2nn[nH]n2)cc1,4%,0%,2%,0%,-15%,-2%,-22%,-4%,17,4%
COC(=O)C1=C(C(=O)OC)[C@@H]2N(C)c3ccccc3[C@@]23C[C@@H](C(=O)OC)N(C(=O)c2ccc(Br)cc2)C3=N1,9%,-1%,5%,13%,-8%[11.7 µM],-2%,3%,23%,-9,-9%
O=C(NC1CC(=O)N(c2cccc(F)c2)C1)C(=O)c1c[nH]c2ccccc12 (stereo not drawn),-4%,-3%,.,.,.,1%,28%,-12%,-3,.
CCC(=O)N1CCc2cc(S(=O)(=O)CCC(=O)NCc3cccs3)ccc21,-1%,-3%,-1%,-6%,.,0%,-14%,-2%,12,-11%
CC(C)OC(=O)CSc1nnc(-c2ccccn2)n1C,3%,0%,3%,-1%,7%,0%,13%,-1%,0,0%
O=c1[nH]c(-c2ccccc2)nc(CN2CCCCC2)c1O,.,-2%,2%,.,.,0%,4%,.,.,.
O=C(O)C1=C[C@@H](c2ccc(Br)cc2)C[C@@H](OCc2ccc(CO)cc2)O1,-2%,1%,-4%,-6%,1%,.,16%,-7%,3,-17%
COc1ccc(CNC(=O)c2cc(COc3c(F)cccc3F)on2)cc1OC,-4%,-2%,-4%,-17%,19%,-2%,12%,11%,5,0%
CC(=O)C1CCC2C3CCC4CC(OC(=O)CCC(=O)O)CCC4(C)C3C(=O)CC12C (stereo not drawn),.,-4%,-3%,.,.,-1%,-22%,.,.,.
CN1c2ccsc2C(O)=C(C(=S)Nc2ccccc2)S1(=O)=O,5%,5%,-2%,11%,16%,-5%,15%,-2%,4,10%
O=S(=O)(c1ccccc1)c1nc(-c2ccco2)oc1NCc1cccnc1,-1%,4%,4%,0%,5%,-7%,2%,10%,-5,9%
Cc1ccc2c(c1)N(C(C)C(=O)NCc1ccccn1)C(=O)CO2 (stereo not drawn),-1%,-5%,3%,0%,.,-2%,-13%,9%,8,30%

# Some of these compounds in order of their number in CXXC DNA block, low to high.
structure | CXXC DNA block
O=C(O)C1=C[C@@H](c2ccc(Br)cc2)C[C@@H](OCc2ccc(CO)cc2)O1 | -17%
COC(=O)C1=C(C(=O)OC)[C@@H]2N(C)c3ccccc3[C@@]23C[C@@H](C(=O)OC)N(C(=O)c2ccc(Br)cc2)C3=N1 | -9%
COc1ccc(CNC(=O)c2cc(COc3c(F)cccc3F)on2)cc1OC | 0%
CN1c2ccsc2C(O)=C(C(=S)Nc2ccccc2)S1(=O)=O | 10%
Cc1ccc2c(c1)N(C(C)C(=O)NCc1ccccn1)C(=O)CO2 (stereo not drawn) | 30%

# Other structures
SMILES,Mito fusion yeast,TCR activator,ASM inhibitor,MBNL1-CUG inh,Menin MLL FP TR,TSG101-PTAP inh,a7 integrin act,A-T KAP1 phos,TSHR antagonist,CXXC DNA block
N#Cc1ccc(CN2CCN(C(=O)C3CC(=O)N(c4ccccc4F)C3)CC2)cc1 (stereo not drawn),.,9%,2%,.,.,-7%,-14%,10%,.,.
Cc1nc(NC(=S)NC(=O)c2ccccc2)sc1C,-1%,3%,3%,-18%,.,-5%,34%,-6%,8,-13%
COc1ccc(NC2CC(=O)N(c3ccc(C(=O)O)cc3)C2=O)cc1 (stereo not drawn),4%,-2%,6%,?,6%,-5%,29%,4%,-4,18%
COc1ccc(NC(=O)C(c2ccc(OC)cc2)N(C)C(=O)CNC(C)=O)cc1 (stereo not drawn),1%,1%,-2%,-10%,-9%,-9%,-19%,-1%,-1,2%
COc1cc(Nc2cc(C)nc3nc(C)nn23)cc(OC)c1OC,-6%,-3%,0%,-3%,18%,2%,-3%,24%,2,-2%
CCOC(=O)CN1C(=O)C(O)=C(C(C)=O)C1c1ccc(F)cc1 (stereo not drawn),0%,5%,-2%,-3%,-2%,-3%,27%,12%,12,5%
C#CC(C)(C)NC(=S)NC1CC2C=CC1C2 (stereo not drawn),-4%,-15%,4%,-6%,.,-2%,-18%,-5%,-7,-3%
COC(=O)C1(CO)NC(c2cccs2)C2C(=O)N(c3ccccc3)C(=O)C21 (stereo not drawn),0%,.,2%,-9%,18%,-5%,20%,4%,-2,7%
Cc1noc(C)c1NC(=O)N(C)C[C@H]1Oc2ccc(NC(=O)Nc3ccccc3)cc2C(=O)N([C@H](C)CO)C[C@@H]1C,.,0%,-1%,.,.,0%,-4%,4%,1,.
c1cncc(C2OCC3(CO2)COC(c2cccnc2)OC3)c1 (stereo not drawn),-2%,5%,2%,-5%,15%,0%,-11%,4%[11.5 µM],8,0%
O=C(CCNC(=O)c1ccc(Cl)cc1)NNC(=O)c1ccc(F)cc1,-6%,-2%,1%,.,.,-2%,-7%,-2%,2,.
O=C(N/N=C/c1ccco1)/C(=C/c1cccc([N+](=O)[O-])c1)NC(=O)c1ccccc1,3%,-18%,-2%,?,-8%,-6%,-18%,-8%,.,-13%
C(=N\Nc1nc2ccccc2[nH]1)/c1cccc2nccnc12,-2%,4%,-10%,7%,.,-3%,-36%[inhibitor],2%,-15,5%
O=C(Nc1ccccc1-c1ccccc1)C(c1ccccc1)c1ccccc1,-1%,-4%[46.1 µM],0%,.,-5%,-2%,2%,2%,-14,-1%
CCOC(=O)c1ccc(NC(=O)C(=O)NCC2CCCO2)cc1 (stereo not drawn),2%,11%,-1%,1%,8%,-2%,-13%,0%,14,0%
Cc1cccc(C(=O)O/N=C(\N)CS(=O)(=O)c2ccccc2)c1,-1%,4%,-2%,5%,.,-2%,-9%,6%,5,-4%
COC(=O)Nc1nc(C)c(C(=O)c2ccccc2)s1,-2%,-3%,-1%,35%[activator],4%,-7%,16%,8%,19,9%
Cc1cc(C)cc(NC(=O)CSc2nnc(CNC(=O)c3cccs3)o2)c1,-2%,-2%,4%,-11%,.,-3%,-7%,1%,8,2%
Cc1ccc(CSCC(=O)N/N=C/c2sccc2C)cc1,6%,-4%,-7%,6%,0%,-2%,-18%,1%,2,4%
COc1ccccc1CNC(=O)CN(c1ccc(C)cc1)S(=O)(=O)c1c(C)nn(C)c1C,0%,0%,3%,-14%,-14%,0%,15%[7.66 µM],.,6,2%
Oc1cccc(C(=S)N2CCCCC2)c1,6%,-2%,3%,-2%,8%,0%,-7%,4%,-2,4%
C=CCOc1ccc(C2C(C(=O)c3ccco3)=C(O)C(=O)N2c2nnc(C)s2)cc1 (stereo not drawn),-6%,9%,-2%,?,?,-7%,0%,-6%,25,-4%
O=C(NCNC(=O)c1ccccc1)c1ccccc1,-3%,4%,3%,-6%,-4%,-6%,?,0%,5,0%
O=C(O)c1ccc(-n2cccn2)nc1,-3%,6%,5%,5%,8%,-2%,0%,1%,2,-2%

# Looked up by compound from the entries so far (two):
SMILES,Mito fusion yeast,TCR activator,ASM inhibitor,MBNL1-CUG inh,Menin MLL FP TR,TSG101-PTAP inh,a7 integrin act,A-T KAP1 phos,TSHR antagonist,CXXC DNA block
C=CCOc1ccc(C2C(C(=O)c3ccco3)=C(O)C(=O)N2c2nnc(C)s2)cc1 (stereo not drawn),-6%,9%,-2%,?,?,-7%,0%,-6%,25,-4%
COc1ccccc1CNC(=O)CN(c1ccc(C)cc1)S(=O)(=O)c1c(C)nn(C)c1C,0%,0%,3%,-14%,-14%,0%,15%[7.66 µM],.,6,2%

# Screens deposited in PubChem by National Center for Advancing Translational Sciences (NCATS).
